Source: PubChem (The Scripps Research Institute Molecular Screening Center)
CHRM5 antagonist: antagonists of human muscarinic M5 receptor (CHRM5). P08912. 360,000 compounds, 0.59% hits. inhibition, % at 3 µM. CHO-hM5 cells, Fluo-8 calcium fluorescence, ACh EC80;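 active = inhibition above a per-plate cutoff, the mean of that plate's test compounds plus 3 SD, cut at about 27% in these data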;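 note: 0% = acetylcholine EC80 with DMSO and 100% = DMSO without agonist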
M1 ag: agonists of human M1 muscarinic receptor; P11229; CHO-K1 hM1, Fluo-8 calcium fluorescence, agonist mode; 0% DMSO, 100% acetylcholine EC100; activation, % at 3 µM; 360,000 compounds, 0.33% hits; AID 588814;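 active = activation above the run's mean compound activation plus 3 SD, cut at about 16% in these data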;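 note: peak over basal fluorescence ratio within a 140 s kinetic read after compound addition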
M5 ag: CHRM5 agonism in calcium assay. CHO-K1 hM5 cells, Fluo-8 calcium fluorescence; 0% DMSO wells, 100% maximal acetylcholine response. P08912. activation, % at 3 µM. 360,000 compounds, 0.19% hits;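 active = activation above the run's mean over test compounds plus 3 SD, cut at about 23% in these data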;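 note: signal is peak over basal fluorescence ratio across the kinetic read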
M4 antag: blocks acetylcholine activation of human M4 receptor. P08173. CHO-hM4 cells, ACh EC80, Fluo-8 calcium fluorescence. inhibition, % at 3 µM. 360,000 compounds, 0.73% hits. AID 624125;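 active = inhibition above its plate's cutoff, the mean inhibition of sample wells plus 3 SD, cut at about 27% in these data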;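 note: 0% = acetylcholine EC80 with DMSO and 100% = DMSO without agonist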
CHRM1 PAM: human CHRM1 positive allosteric modulation; P11229; CHO-K1 hM1, Fluo-8 calcium fluorescence, ACh EC20; 0% = ACh EC20, 100% = maximal ACh; activation, % at 3 µM; 360,000 compounds, 0.088% hits; AID 588819; in the data active = activation above about 19%, passing the limit was not always enough
CHRM1 antagonist: blocks human M1 muscarinic receptor; inhibition, % at 3 µM; AID 588852; P11229; CHO-K1 hM1, Fluo-8 calcium fluorescence, ACh EC80 antagonist; 360,000 compounds, 1.3% hits;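 active = percent inhibition above its own plate's cutoff, namely the mean of that plate's compound wells plus 3 SD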;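 note: peak over basal fluorescence ratio during 140 s after agonist addition; 0% = ACh EC80 plus DMSO and 100% = DMSO alone without agonist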
M4 ag: agonists of human muscarinic M4 receptor (CHRM4); P08173; CHO-K1 hM4/Gqi5, Fluo-8 calcium fluorescence; vehicle 0%, full acetylcholine response 100%; activation, % at 3 µM; 360,000 compounds, 0.14% hits;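 active = activation above the run mean over all test wells plus 3 SD, cut at about 32% in these data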;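 note: peak over basal fluorescence ratio per well then scaled between controls; 0% = DMSO wells and 100% = acetylcholine at EC100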
CHRM5 PAM: positive allosteric modulators of human muscarinic M5 receptor. CHO-K1 hM5, Fluo-8 calcium, ACh EC20 PAM; 0% = ACh EC20, 100% = ACh EC100. activation, % at 3 µM. 360,000 compounds, 0.3% hits;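 active = activation above the run cutoff, the mean activation of all test compounds plus 3 SD, cut at about 18% in these data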
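Measured by: Fluo-8 calcium fluorescence; material: human M5 receptor in CHO-K1 cells; schedule: Post-acetylcholine fluorescence recording 140 s; benchmarks: low control EC20 acetylcholine (0%), high control EC100 acetylcholine (100%); read-out: Max/basal fluorescence ratio as % of EC20–EC100 ACh window; compound: single dose, 3 µM nominal final test concentration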
TAAR1 ag: human TAAR1 agonism; activation, % at 3 µM; 360,000 compounds, 0.99% hits; CHO RD-HGA16 TAAR1, Fluo-8 calcium fluorescence; vehicle wells 0%, saturating PEA agonist 100%; Q96RJ0;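 active = activation above the mean activation of all test compounds in the run plus 3 SD, cut at about 38% in these data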
Target sequence (Q96RJ0 whole entry, looked up): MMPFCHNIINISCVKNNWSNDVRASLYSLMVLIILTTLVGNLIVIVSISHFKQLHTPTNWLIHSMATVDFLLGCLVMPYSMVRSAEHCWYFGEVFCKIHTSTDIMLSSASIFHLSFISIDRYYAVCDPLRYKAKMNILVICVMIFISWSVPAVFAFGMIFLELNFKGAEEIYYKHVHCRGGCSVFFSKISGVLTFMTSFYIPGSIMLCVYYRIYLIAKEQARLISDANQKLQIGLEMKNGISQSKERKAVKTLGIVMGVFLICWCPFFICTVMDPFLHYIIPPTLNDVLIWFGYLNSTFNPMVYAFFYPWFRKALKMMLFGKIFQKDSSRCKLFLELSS
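Test system: RD-HGA16 (CHO) cells co-expressing Gα16 and hTAAR1 / Benchmarks: DMSO vehicle as 0%, PEA at EC100 as 100% / Repeats: no replicates (n 1) / Measure: % activation from peak over basal fluorescence ratio, DMSO-to-PEA scaled / Timing: 17-24 h plating, Fluo-8 75 min 37 °C, 30 min RT / Technique: kinetic Fluo-8 calcium fluorescence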
Starred values were filed as active, the others as inactive. This is a subset (hit frequency here may not be typical).

[1] CC(=O)Nc1ccc(Nc2cc(C)nc3c(-c4ccccc4)cnn23)cc1
[2] Cc1noc(C)c1NC(=O)Nc1ccc2c(c1)C(=O)N([C@H](C)CO)C[C@H](C)[C@H](CN(C)C(=O)NC1CCCCC1)OCCCC[C@@H](C)O2
[3] CNc1oc(-c2ccco2)nc1C#N
[4] Cc1ccccc1NC(=S)NC(=O)COc1ccccc1C
[5] COCc1c(CCl)cnc(C)c1O
[6] Cc1nc(SCc2ccccc2C)n[nH]1
assay / entry,1,2,3,4,5,6
CHRM5 antagonist,13,-8,-4,4,5,1
M1 ag,-3,-11,-3,-5,-2,-3
M5 ag,10,-1,-1,-5,-2,-8
M4 antag,5,-14,0,-1,-3,2
CHRM1 PAM,-3,-6,5,-5,3,5
CHRM1 antagonist,11,1,-10,1,1,0
M4 ag,15,1,0,2,1,0
CHRM5 PAM,-4,3,4,-5,3,2
TAAR1 ag,41*,1,-2,-1,4,9

3 compounds from above, arranged by their value in M1 ag, rising:
[2] Cc1noc(C)c1NC(=O)Nc1ccc2c(c1)C(=O)N([C@H](C)CO)C[C@H](C)[C@H](CN(C)C(=O)NC1CCCCC1)OCCCC[C@@H](C)O2
[6] Cc1nc(SCc2ccccc2C)n[nH]1
[5] COCc1c(CCl)cnc(C)c1O
assay / entry,2,6,5
CHRM5 antagonist,-8,1,5
M1 ag,-11,-3,-2
M5 ag,-1,-8,-2
M4 antag,-14,2,-3
CHRM1 PAM,-6,5,3
CHRM1 antagonist,1,0,1
M4 ag,1,0,1
CHRM5 PAM,3,2,3
TAAR1 ag,1,9,4

Single entries from the entries so far:
no. 4 – M1 ag = -5
no. 6 – TAAR1 ag = 9
no. 2 – M4 antag = -14

Three records drawn at random from those above:
[3] CNc1oc(-c2ccco2)nc1C#N
[6] Cc1nc(SCc2ccccc2C)n[nH]1
[4] Cc1ccccc1NC(=S)NC(=O)COc1ccccc1C
assay / entry,3,6,4
CHRM5 antagonist,-4,1,4
M1 ag,-3,-3,-5
M5 ag,-1,-8,-5
M4 antag,0,2,-1
CHRM1 PAM,5,5,-5
CHRM1 antagonist,-10,0,1
M4 ag,0,0,2
CHRM5 PAM,4,2,-5
TAAR1 ag,-2,9,-1
